Screening data as filed in PubChem.
GPR151 ag: human GPR151 activation; PathHunter beta-arrestin GPR151 cells, luminescence; 650,000 tested, 1% active; activation, % at 11.2 µM; Q8TDV0; in the data active means activation above about 4.9%;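 further: 0% = median of compound wells and 100% = cells with positive control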
TEAD-YAP block: TEAD-YAP interaction inhibition; AID 1259422; inhibition, % at 9.12 µM; HEK-TIYL cells, TEAD-Gal4/YAP UAS-luciferase luminescence; 640,000 tested, 1.4% active; in the data active means inhibition above about 32%;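 further: 0% = median of test compound wells and 100% = reference inhibitor wells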
MITF inh: human MITF inhibition, primary screen; AID 1259374; 650,000 tested, 0.91% active; inhibition, % at 2.6 µM; AlphaScreen MITF homodimerization, bead proximity signal; O75030; in the data active means inhibition above about 50%;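 further: 0% = vehicle wells with protein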
FBW7 activator: activators of human E3 ligase FBW7 | AlphaScreen FBW7–phospho-cyclin E peptide binding, activator screen | normalized activity (activation), % at 26.1 µM | 650,000 tested, 0.13% active; in the data active means normalized activity above about 1.9%;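 further: purified mutant Fbw7 with reduced substrate affinity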
Target sequence (Q969H0 whole entry, looked up): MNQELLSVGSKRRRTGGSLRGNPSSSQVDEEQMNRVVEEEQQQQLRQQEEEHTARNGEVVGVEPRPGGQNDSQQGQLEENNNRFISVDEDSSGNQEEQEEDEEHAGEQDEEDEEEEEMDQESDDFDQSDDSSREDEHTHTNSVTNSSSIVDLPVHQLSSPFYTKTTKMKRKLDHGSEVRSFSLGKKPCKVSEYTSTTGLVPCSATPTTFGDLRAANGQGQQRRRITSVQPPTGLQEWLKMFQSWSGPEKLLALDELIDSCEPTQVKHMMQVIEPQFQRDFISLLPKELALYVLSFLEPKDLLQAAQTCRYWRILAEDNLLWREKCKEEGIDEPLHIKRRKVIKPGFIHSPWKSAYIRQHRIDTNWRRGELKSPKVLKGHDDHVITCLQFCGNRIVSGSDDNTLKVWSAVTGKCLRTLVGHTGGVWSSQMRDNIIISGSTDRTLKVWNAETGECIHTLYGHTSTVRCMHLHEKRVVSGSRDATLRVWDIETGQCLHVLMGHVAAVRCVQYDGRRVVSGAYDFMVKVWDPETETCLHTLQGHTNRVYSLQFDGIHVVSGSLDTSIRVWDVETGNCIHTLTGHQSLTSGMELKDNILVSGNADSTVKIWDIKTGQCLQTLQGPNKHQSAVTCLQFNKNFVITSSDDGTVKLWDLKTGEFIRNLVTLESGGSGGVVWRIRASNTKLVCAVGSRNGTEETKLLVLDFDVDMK
* = called active by the depositor.

A first look (21 entries):
SMILES | GPR151 ag | TEAD-YAP block | MITF inh | FBW7 activator
O=C1NC(=S)S/C1=C/c1ccc(Cl)c([N+](=O)[O-])c1 | -1.0 | 3.4 | 11.4 | -0.1
Cc1cc(C(=O)CN2C(=O)NC3(CCc4ccccc4C3)C2=O)c(C)n1Cc1ccco1 (centres undefined) | -0.6 | -8.9 | 1.8 | -0.1
CN(C1CCCCC1)S(=O)(=O)c1ccc2c(c1)c(=O)c(C(=O)N1CCCCC1)cn2C | -0.6 | -1.1 | 20.8 | 0.0
CN(C)N1C(N)=C(C#N)C(c2cccnc2)C2=C1CC(c1ccccc1)CC2=O (centres undefined) | -1.4 | -13.7 | 3.4 | -0.4
CS(=O)(=O)c1ccc(N2CCC(O)CC2)cc1 | 0.5 | -2.2 | -10.8 | 0.1
Cc1cc(NC(=O)CCC(=O)N(CC(=O)NCC2CCCO2)c2cccc(C)c2C)no1 (centres undefined) | -0.4 | 0.0 | 13.5 | -0.1
CC(C)NC(=O)c1cn(-c2ccc(F)cc2F)c(=O)c2ccccc12 | 0.9 | -13.0 | -8.9 | -0.2
CCOC(=O)c1c(C)oc2c1c(/C=N/N1CCOCC1)c(O)c1ccccc12 | 0.3 | -5.2 | -13.4 | -0.2
Cc1cccc(/C=C2\Sc3ccc(C(=O)NC(C)(C)C)cc3N(C)C2=O)c1 | 0.0 | 6.8 | -5.0 | -0.1
C#CCN1C(=O)C(O)(CC(=O)c2ccccc2OC)c2ccccc21 (centres undefined) | 0.0 | 7.4 | 13.0 | -0.1
CCc1ccc(C2C(C#N)=C(N)Oc3n[nH]c(-c4ccc(OC)cc4)c32)cc1 (centres undefined) | 1.6 | 5.8 | -6.5 | 0.0
CC(C)CCNC(=O)CN(Cc1cccs1)C(=O)CCC(=O)Nc1ccccn1 | 2.4 | 1.8 | -4.5 | -0.1
CCn1c(C(=O)N2CCN(c3ccccc3)CC2)cc2sccc21 | 0.2 | -2.1 | -5.2 | -0.2
CCOC(=O)N1CCN(C(=O)C2CC23CCN(C(C)C)CC3)CC1 (centres undefined) | -0.2 | 1.1 | -18.4 | 0.0
Cc1cc(C(=O)NCc2ccc(Cl)cc2)ccc1[N+](=O)[O-] | -1.0 | -3.8 | 4.9 | -0.1
O=C(NC1CCCC1)c1ccc(NS(=O)(=O)c2ccccc2)cc1 | -0.1 | -8.8 | -10.8 | 0.2
COC(=O)C1C(=O)NC(SC)=C(C#N)C1c1ccccc1Cl (centres undefined) | 0.6 | 1.1 | -2.1 | -0.1
Cc1[nH]c2ccccc2c1SCCNC(=O)c1cc2ccccc2oc1=O | 1.2 | -0.9 | 8.8 | 0.0
COc1ccc(Cl)cc1NC(=O)Nc1ccc(Br)cn1 | 0.5 | -3.0 | 12.4 | -0.3
O=[N+]([O-])c1ccc(N2CCN(S(=O)(=O)c3cccc4cccnc34)CC2)cc1 | 0.5 | -8.7 | 7.4 | -0.1
O=C1NC(=S)NC(=O)C1=Cc1ccc(-c2ccc(N3CCCCC3)c([N+](=O)[O-])c2)o1 | 12.0* | -51.3 | 34.2 | -0.1

This part in full, previewed entries included:
SMILES | GPR151 ag | TEAD-YAP block | MITF inh | FBW7 activator
O=C1NC(=S)S/C1=C/c1ccc(Cl)c([N+](=O)[O-])c1 | -1.0 | 3.4 | 11.4 | -0.1
Cc1cc(C(=O)CN2C(=O)NC3(CCc4ccccc4C3)C2=O)c(C)n1Cc1ccco1 (centres undefined) | -0.6 | -8.9 | 1.8 | -0.1
CN(C1CCCCC1)S(=O)(=O)c1ccc2c(c1)c(=O)c(C(=O)N1CCCCC1)cn2C | -0.6 | -1.1 | 20.8 | 0.0
CN(C)N1C(N)=C(C#N)C(c2cccnc2)C2=C1CC(c1ccccc1)CC2=O (centres undefined) | -1.4 | -13.7 | 3.4 | -0.4
CS(=O)(=O)c1ccc(N2CCC(O)CC2)cc1 | 0.5 | -2.2 | -10.8 | 0.1
Cc1cc(NC(=O)CCC(=O)N(CC(=O)NCC2CCCO2)c2cccc(C)c2C)no1 (centres undefined) | -0.4 | 0.0 | 13.5 | -0.1
CC(C)NC(=O)c1cn(-c2ccc(F)cc2F)c(=O)c2ccccc12 | 0.9 | -13.0 | -8.9 | -0.2
CCOC(=O)c1c(C)oc2c1c(/C=N/N1CCOCC1)c(O)c1ccccc12 | 0.3 | -5.2 | -13.4 | -0.2
Cc1cccc(/C=C2\Sc3ccc(C(=O)NC(C)(C)C)cc3N(C)C2=O)c1 | 0.0 | 6.8 | -5.0 | -0.1
C#CCN1C(=O)C(O)(CC(=O)c2ccccc2OC)c2ccccc21 (centres undefined) | 0.0 | 7.4 | 13.0 | -0.1
CCc1ccc(C2C(C#N)=C(N)Oc3n[nH]c(-c4ccc(OC)cc4)c32)cc1 (centres undefined) | 1.6 | 5.8 | -6.5 | 0.0
CC(C)CCNC(=O)CN(Cc1cccs1)C(=O)CCC(=O)Nc1ccccn1 | 2.4 | 1.8 | -4.5 | -0.1

Going on with the list.
SMILES | GPR151 ag | TEAD-YAP block | MITF inh | FBW7 activator
CCn1c(C(=O)N2CCN(c3ccccc3)CC2)cc2sccc21 | 0.2 | -2.1 | -5.2 | -0.2
CCOC(=O)N1CCN(C(=O)C2CC23CCN(C(C)C)CC3)CC1 (centres undefined) | -0.2 | 1.1 | -18.4 | 0.0
Cc1cc(C(=O)NCc2ccc(Cl)cc2)ccc1[N+](=O)[O-] | -1.0 | -3.8 | 4.9 | -0.1
O=C(NC1CCCC1)c1ccc(NS(=O)(=O)c2ccccc2)cc1 | -0.1 | -8.8 | -10.8 | 0.2
COC(=O)C1C(=O)NC(SC)=C(C#N)C1c1ccccc1Cl (centres undefined) | 0.6 | 1.1 | -2.1 | -0.1
Cc1[nH]c2ccccc2c1SCCNC(=O)c1cc2ccccc2oc1=O | 1.2 | -0.9 | 8.8 | 0.0
COc1ccc(Cl)cc1NC(=O)Nc1ccc(Br)cn1 | 0.5 | -3.0 | 12.4 | -0.3
O=[N+]([O-])c1ccc(N2CCN(S(=O)(=O)c3cccc4cccnc34)CC2)cc1 | 0.5 | -8.7 | 7.4 | -0.1
O=C1NC(=S)NC(=O)C1=Cc1ccc(-c2ccc(N3CCCCC3)c([N+](=O)[O-])c2)o1 | 12.0* | -51.3 | 34.2 | -0.1
COc1ccccc1NC(=O)CN1CCN(C2c3ccccc3-c3ccccc32)CC1 | 1.7 | 8.4 | 6.4 | 0.1
O=C(O)Cn1ccnc1-c1ccccc1 | -1.2 | 1.4 | 1.2 | 0.0
COc1ccc(C(=O)Nc2sccc2C#N)cc1 | -4.3 | -43.8 | -1.9 | -0.1

Additional structures:
SMILES | GPR151 ag | TEAD-YAP block | MITF inh | FBW7 activator
O=S(=O)(O)C(F)(F)c1nc2ccccc2[nH]1 | -0.9 | -13.4 | -8.9 | 0.0
COc1ccc(/C(C)=N/Nc2ccc(Cl)cc2)c(O)c1 | -0.6 | -13.0 | -1.0 | -0.2
O=C(Cn1c(=O)oc2ccccc21)Nc1ccc(F)c(F)c1 | 0.1 | -16.6 | 0.7 | 0.0
CCN(CC)C(=O)c1sc(NC(=O)c2ccc(Cl)cc2)c(C#N)c1C | 2.2 | -7.8 | 4.8 | 0.0
CC(C)(C)C(=O)[C@H]1[C@H](c2ccc(Cl)cc2)C(C#N)(C#N)[C@@H]2c3ccccc3C=CN21 | -2.4 | 3.6 | 7.0 | 0.4
COc1ccc(C(=O)N(C)Cc2ccccc2)cc1Br | 1.9 | -5.7 | 6.1 | 0.1
CN1CC=C2C(C#N)=C(N)C(C#N)(C#N)C(c3cccc(Cl)c3)C2C1 (centres undefined) | -0.1 | 8.7 | 3.1 | -0.2
O=C(CCc1nnc(C2(c3ccc(Cl)cc3)CCC2)o1)NCCc1ccncc1 | 0.2 | -10.9 | -2.6 | 0.0
COc1ccccc1OCC(=O)N/N=C/c1ccc(-c2cccc([N+](=O)[O-])c2)o1 | 0.5 | -1.4 | 3.7 | -0.2
CSc1nc2ccccc2n1CCOc1ccc(Cl)cc1 | -1.1 | -16.1 | 26.8 | 1.2
CC1CCCC(C)N1C(=O)CSc1nnnn1C1CCCC1 (centres undefined) | -0.9 | -11.3 | -3.3 | -0.2
CC(C)c1ccc(-n2cc[nH]c2=S)cc1 | -1.1 | 2.9 | 25.4 | 0.1

Next section
SMILES | GPR151 ag | TEAD-YAP block | MITF inh | FBW7 activator
O=S(=O)(c1ccc(F)cc1)c1nc(-c2ccc(F)cc2)oc1NCCN1CCOCC1 | 0.7 | -1.6 | 9.8 | -0.1
COc1cc(/C=C2\SC(=S)N(CC(=O)O)C2=O)cc(OC)c1OC | 0.7 | 2.8 | 9.2 | 0.1
O=C(Cn1cc(NC(=O)CCOc2ccccc2)cn1)NCc1cc2cc(F)ccc2[nH]1 | 0.4 | 12.4 | 7.8 | 0.0
CCN(CC)c1ccc(-c2nc3cnccc3n2C)cc1 | -1.2 | -43.4 | 14.0 | 0.0
COc1cc2c(cc1OC)C(COc1ccccc1OC)N(C(=O)Nc1ccccc1)CC2 (centres undefined) | -0.7 | -1.1 | -6.1 | -0.1
Cc1ccc(NC(=O)CSc2nc(=O)n(Cc3cccnc3)c3c2CCCC3)cc1F | -0.7 | 4.4 | -5.1 | 0.1
CO/N=C(\CSc1ccccc1OC)c1sc2ncnn2c1C | 2.6 | -14.9 | -4.6 | 0.3
CC1(CC(=O)C(C)(C)C)NN=C(c2ccccc2O)S1 (centres undefined) | 0.9 | -72.5 | 4.0 | 0.1
COC(=O)CNC(c1ccccc1)c1cc(Br)ccc1NC(=O)c1ccccc1 (centres undefined) | -0.3 | 0.9 | 0.5 | -0.1
CCc1ccc(/C=C2/Sc3ccccc3N(CC(=O)NCc3cccnc3)C2=O)cc1 | 2.0 | 28.9 | 9.8 | -0.1
CC(CNC(=O)C(C)Oc1ccccc1)CN(C)C (centres undefined) | 2.2 | -12.4 | -1.3 | 0.1
CN(C1CCCCC1)S(=O)(=O)c1ccc2c(c1)OCCO2 | -2.7 | 2.4 | 1.6 | 0.3

Continuation.
SMILES | GPR151 ag | TEAD-YAP block | MITF inh | FBW7 activator
CC(=O)Nc1ccc(NC(=O)c2csc(-c3c(C)noc3C)n2)cc1 | 3.0 | -11.7 | -1.4 | 0.0
COc1ccc(CN2CCc3nc(N4CCCC4)[nH]c(=O)c3C2)cc1Cn1cccn1 | -0.4 | -4.9 | 14.3 | -0.1
O=C(c1cccs1)N1CCCCC1c1nc2ccccc2[nH]1 (centres undefined) | 0.1 | 6.1 | 1.2 | 0.1
C=CCn1c(SCC(=O)Nc2cc(C(=O)OC)cc(C(=O)OC)c2)nc2sc3c(c2c1=O)CCC3 | 0.4 | 4.1 | 4.7 | -0.1
